Screening data deposited in PubChem BioAssay by The Scripps Research Institute Molecular Screening Center.
DAGLB inhibitor: diacylglycerol lipase beta (human) inhibition; Q8NCG7; HEK293T DAGLB membrane lysate, EnzChek fluorogenic substrate; inhibition, % at 5.17 µM; 0.059% of 340,000 active; AID 504411; in the data active means inhibition above about 34%;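 further: 0% = enzyme with vehicle and 100% = wells lacking enzyme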
Target sequence (Q8NCG7 whole entry, looked up): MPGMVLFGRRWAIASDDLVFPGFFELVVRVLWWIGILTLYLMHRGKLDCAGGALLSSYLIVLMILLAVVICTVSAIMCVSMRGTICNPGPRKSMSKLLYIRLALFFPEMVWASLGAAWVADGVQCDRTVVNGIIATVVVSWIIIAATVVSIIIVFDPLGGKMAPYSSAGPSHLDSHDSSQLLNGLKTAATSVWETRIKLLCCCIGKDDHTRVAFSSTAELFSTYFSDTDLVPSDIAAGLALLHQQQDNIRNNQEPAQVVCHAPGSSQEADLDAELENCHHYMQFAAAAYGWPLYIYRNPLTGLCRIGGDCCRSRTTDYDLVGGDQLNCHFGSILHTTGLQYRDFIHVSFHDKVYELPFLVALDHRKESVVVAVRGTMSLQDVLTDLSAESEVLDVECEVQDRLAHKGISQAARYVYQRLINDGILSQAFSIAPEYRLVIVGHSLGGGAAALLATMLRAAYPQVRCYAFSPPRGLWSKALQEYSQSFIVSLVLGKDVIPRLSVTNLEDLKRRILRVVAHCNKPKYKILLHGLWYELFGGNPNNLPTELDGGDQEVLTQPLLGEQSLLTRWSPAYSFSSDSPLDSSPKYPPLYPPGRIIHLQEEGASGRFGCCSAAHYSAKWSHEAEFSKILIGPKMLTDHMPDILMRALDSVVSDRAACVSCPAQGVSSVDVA
PKA-R2B act: activates the human PKA-R2B holoenzyme complex; AID 504700; activation, % at 11.4 µM; 0.079% of 340,000 active; PKA-R2B holoenzyme dissociation, Cy5-IP20 fluorescence polarization; R2B truncated from residue 108, S112A mutant; 0% DMSO only, 100% 113 µM cGMP; P22694+P31323;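 active means activation above a cutoff set at the mean over all compounds plus 3 SD, cut at about 18% in these data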;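 further: higher means more holoenzyme dissociation and a rise in polarization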
Target sequence (P31323 whole entry, looked up, other chains not shown, the tested form may be a part): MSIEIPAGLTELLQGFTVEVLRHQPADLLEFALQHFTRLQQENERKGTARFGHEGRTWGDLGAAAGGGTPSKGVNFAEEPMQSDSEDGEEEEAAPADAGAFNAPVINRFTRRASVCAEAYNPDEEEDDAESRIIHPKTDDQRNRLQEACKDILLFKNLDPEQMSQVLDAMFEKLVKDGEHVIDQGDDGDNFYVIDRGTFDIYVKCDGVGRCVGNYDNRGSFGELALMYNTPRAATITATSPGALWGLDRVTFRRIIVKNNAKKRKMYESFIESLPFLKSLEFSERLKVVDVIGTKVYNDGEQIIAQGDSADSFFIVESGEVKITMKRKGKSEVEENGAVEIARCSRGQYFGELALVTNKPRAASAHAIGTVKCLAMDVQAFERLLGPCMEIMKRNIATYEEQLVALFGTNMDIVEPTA
* marks the source's active call; other numbers are inactive results.

SMILES	DAGLB inhibitor	PKA-R2B act
C=CCCC(=O)N1C[C@H]2CON(C)[C@H]2C[C@H]1c1ccc(Br)cc1	-4	-17
Nc1nc(COC(=O)c2ccco2)nc(Nc2ccccc2)n1	2	-11
O=C(CN1C(=O)NC2(CCc3ccccc32)C1=O)NC1CCCCC1 (centres undefined)	1	-4
Cc1ccccc1NC(=O)CSc1nccn1Cc1ccco1	-2	-7
O=C(Nc1ccccc1)c1nc[nH]c1C(=O)Nc1ccccc1F	-6	1
COc1ccccc1S(=O)(=O)N(C)C[C@H]1OCc2cnnn2CCCC(=O)N([C@@H](C)CO)C[C@H]1C	2	-2
CC(=O)NC(c1ccc(N(C)C)cc1)c1cc(Cl)c2cccnc2c1O (centres undefined)	13	-5
Cc1ccc(C(=O)Nc2ccc3nc(C)sc3c2)o1	-2	5
NS(=O)(=O)c1ccc(CCNC(=O)c2cc(S(=O)(=O)N3CCCCC3)ccc2Cl)cc1	-4	-2
O=[N+]([O-])c1ccc(C=CC=Cc2ccccc2)cc1	-4	3
C/C(=N\NC(=O)c1nnn(-c2nonc2N)c1CN1CCC(C)CC1)c1ccc(Br)cc1	1	-1
NC(=O)C1(N2CCCCC2)CCN(C(=O)c2cc(COc3c(F)cccc3F)on2)CC1	2	2
COc1ccc(S(=O)(=O)N2CCN(CC(=O)c3c(N)n(C)c(=O)n(C)c3=O)CC2)cc1OC	-2	6
N#CCC(=O)Nc1ccc(C(=O)OCC(=O)Nc2cccc3ccccc23)cc1	-2	5
O=C(COC(=O)c1ccc(F)cc1F)Nc1ccc2c(c1)OCO2	-6	-5
COc1cccc(-c2nnc(NC(=O)CCS(=O)(=O)c3ccc(F)cc3)o2)c1	-3	-2
Cc1noc(C)c1NC(=O)N(C)C[C@@H]1Oc2ncc(C#CC3CC3)cc2C(=O)N([C@@H](C)CO)C[C@@H]1C	0	-7
O=C(COC(=O)c1cccc(OC(F)F)c1)Nc1cc(S(=O)(=O)N2CCCC2)ccc1Cl	-4	2
Cc1nnc(N2C(=O)C(=O)/C(=C(/O)c3ccc4c(c3)OCCO4)C2c2cccc([N+](=O)[O-])c2)s1 (centres undefined)	2	7
O=C(Nc1ccc(S(=O)(=O)Nc2ncccn2)cc1)c1cccc([N+](=O)[O-])c1	-1	5
CSc1nnc2sc3cc(C)ccc3n12	-1	-12
CCN1C(=O)[C@H]2[C@@H](c3ccc(OC)cc3)N[C@]3(CCCN(Cc4ccco4)C3=O)[C@H]2C1=O	4	8
O=C1C=C(CCc2ccccc2)CCC1	-7	1
CSc1ncccc1C(=O)N1CCCC(Nc2ccc(F)c(F)c2)C1 (centres undefined)	0	-3
COc1ccc(NC2CCCN(C(=O)c3ccccc3-c3ncc[nH]3)C2)cc1 (centres undefined)	0	-7

The results go on:
SMILES	DAGLB inhibitor	PKA-R2B act
COc1ccc(S(=O)(=O)N2CCCCC2)cc1C(=O)NC1CCS(=O)(=O)C1 (centres undefined)	2	-9
COc1cc(CNc2nc3ccccc3n2Cc2ccccc2)ccc1O	0	-3
C[C@H]1CN([C@@H](C)CO)C(=O)c2cc(Br)cnc2O[C@H]1CN(C)C(=O)C1CCC1	2	0
COc1ccc(-c2cc3nc(-c4ccccc4)cc(N4CCN(C(=O)c5ccsc5)CC4)n3n2)cc1	-5	-11
CSc1ncnc2c1ncn2CCCN[C@H](C)c1cccc2ccccc12	0	-1
Cc1cnc(N)nc1-c1ccccc1	-4	-7
Cc1ccnc2nc(C(=O)OCC(=O)N(C)C3CCCCC3)nn12	1	4
COc1ccc(C(=O)Cn2c(NCCCO)nc3ccccc32)cc1	0	-4
CSc1ncnc2c1ncn2CCCNCc1ccc2c(c1)OCO2	-1	1
CCCCN1C(=O)C(CC(=O)NCCCCc2ccccc2)CC(C(=O)N(C)C)=C1C (centres undefined)	1	-3
CCN(CC)CCNc1ccc(CO)c2oc3ccccc3c(=O)c12	-2	6
CSc1ncccc1C(=O)N1CCCC(N2CCN(c3ccccc3C)CC2)C1 (centres undefined)	-2	-5
FCc1nc2nc(Cl)c(Cl)nc2[nH]1	-1	-4
CCOC(=O)C1(C)C(=O)CC2c3nc4ccccc4cc3CN2C1=O (centres undefined)	-7	11
O=C(Nc1ccccc1Cl)c1cc(S(=O)(=O)N2CCC3(CC2)OCCO3)ccc1F	-2	8
CCOc1ccc(N(CC(=O)Nc2ccc(Cl)cc2)S(C)(=O)=O)cc1	-2	12
Cc1ccc(S(=O)(=O)N2CCOCC2)cc1NC(=O)CSc1nnnn1C1CC1	-3	5
C[C@H]1CCCCO[C@@H](CN(C)S(=O)(=O)c2ccc(Cl)cc2)[C@@H](C)CN([C@@H](C)CO)C(=O)c2cc(NS(=O)(=O)c3ccccc3)ccc2O1	0	-11
COC(=O)[C@H]1C[C@H](OC(=O)Nc2cccs2)[C@@]2(O)CN(S(=O)(=O)c3ccc(C)cc3)CC2[C@H]1C(=O)OC (some centres undefined)	0	-3
Brc1ccc2c(c1)-c1ccccc1C1=NCCN12	-9	-1
N#Cc1cnc2nc1NCCCCCCC2	1	7
NC(=O)c1nc2c([nH]c1=O)CCCC2	-2	6
NC(=O)Cc1ccc(OCc2nn[nH]n2)cc1	-3	-6
COc1cccc(CN(C)CCCn2cnc3c(OC)ncnc32)c1	1	-5
CC(S(=O)(=O)c1ccccc1)S(=O)(=O)c1ccccc1	-1	1

(continued)
SMILES	DAGLB inhibitor	PKA-R2B act
CC(=O)c1c(C)[nH]c(C(=O)OCC(=O)c2ccc(Br)cc2)c1C	-3	1
O=C(O)C1CCCN1c1nc(Cl)ccc1[N+](=O)[O-] (centres undefined)	-3	6
COc1ccc(CN2CCN(Cc3c[nH]c4ccccc34)CC2)c(OC)c1	-2	-14
CC(=O)Nc1ccc2c3c(ccc([N+](=O)[O-])c13)CC2	1	-3
C#CCN(C[C@@H]1[C@@H](OC(=O)NC2CC2)[C@@H](OC(=O)NC2CC2)CN(C(=O)OC(C)C)N1C(=O)OC(C)C)S(=O)(=O)c1ccc(C)cc1	-3	-8
Nc1cccc(OCCCCCOc2cccc(N)c2)c1	2	5
CC(C)(C)c1ccc(OCCCC(=O)Nc2nnc(C3CC3)s2)cc1	-3	2
C[C@@H]1CC[C@H](Cc2ccc(-n3cccc3)cc2)N1C(=O)OC(C)(C)C	-17	-12
COc1ccc(CNC(=O)O[C@]23C[C@H]4C(=O)N(c5ccccc5)C(=O)[C@H]4C[C@@]2(O)CN(S(=O)(=O)c2ccc(C)cc2)C3)cc1OC	2	-2
C[C@@H]1CN([C@H](C)CO)C(=O)CCCn2nncc2CO[C@@H]1CN(C)C(=O)Nc1ccc2c(c1)OCO2	-4	-10
CC(=O)c1ccc2cc3c(cc2c1)OCO3	-4	0
CCN(Cc1ccccc1)C(=O)c1cccs1	0	8
COC(=O)c1c(NC(=O)c2ccccc2C(=O)O)sc2c1CCCC2	1	7
Cc1cccc(S(=O)(=O)N(C)C[C@H]2OCc3cn(nn3)CCCC(=O)N([C@H](C)CO)C[C@@H]2C)c1	0	6
Cc1cc(N2CCN(C(=O)c3ccoc3)CC2)n2nc(-c3ccccc3)cc2n1	-2	-8
C#CCN(C[C@@H]1[C@@H](OC(=O)NCc2ccc(OC)c(OC)c2)[C@@H](OC(=O)NCc2ccc(OC)c(OC)c2)Cn2c(=O)ccc(=O)n21)S(=O)(=O)c1ccc(C)cc1	2	17
CC1=C(C(=O)N(C)C)CC(CC(=O)NCCN2CCOCC2)C(=O)N1Cc1ccc(F)cc1 (centres undefined)	-4	6
C[C@@H]1CN([C@H](C)CO)C(=O)CCCn2nncc2CO[C@H]1CN(C)C(=O)Nc1cccc(Oc2ccccn2)c1	5	3
Cc1ccc(S(=O)(=O)N(C)C[C@H]2OCc3cnnn3CCCC(=O)N([C@H](C)CO)C[C@H]2C)cc1	-1	-10
COc1ccc(-c2cc(C(=O)N(C)CC(=O)Nc3cccc(F)c3)c3ccccc3n2)cc1OC	-3	5
O=C(CCN1C(=O)c2ccccc2C1=O)c1ccccc1	-6	-6
C[C@@H]1CCCCO[C@H](CN(C)Cc2ccc3c(c2)OCO3)[C@H](C)CN([C@@H](C)CO)C(=O)c2cc(NC(=O)c3ccccc3)ccc2O1	7	-2
O=S(=O)(c1ccccc1)N1CCN(Cc2nnc(-c3ccccc3)o2)CC1	-5	3
COc1ccc(C2CCCCCN2C(=O)C2CCN(S(=O)(=O)c3ccc(C)cc3)CC2)cc1 (centres undefined)	-5	5
Cc1cccc(S(=O)(=O)N(C)C[C@@H]2OCc3cnnn3CCCC(=O)N([C@@H](C)CO)C[C@@H]2C)c1	-3	14

More compounds
SMILES	DAGLB inhibitor	PKA-R2B act
C[C@@H](NC(=O)c1[nH]cnc1C(=O)Nc1ccccc1F)c1ccccc1	0	-7
CCN1C(=O)[C@H]2[C@@H](c3ccc(OC)cc3)N[C@]3(CCCN(Cc4ccc(OC)cc4)C3=O)[C@H]2C1=O	2	-10
O=C1COC(c2ccccc2O)=NN1CCCl	-3	4
O=C(NCc1cccnc1)c1cc(C(=O)NCc2cccnc2)cc([N+](=O)[O-])c1	-1	-3
O=C(OCC(=O)N1CCN(c2ccccc2)CC1)c1cc(F)c(F)cc1Cl	1	-12
Cc1cccc2cc(C#N)c(NCCNC(=O)c3ccccc3)nc12	-2	-5
CCCCCCCCCC1NC(C(=O)O)Cc2c1[nH]c1ccccc21 (centres undefined)	-3	-9
COc1ccc(NCC(=O)Nc2c(C)cccc2C)cc1S(=O)(=O)N1CCOCC1	-2	2
CCn1c(C)cc(C(=O)CSc2nnc(C3CC3)n2C2CC2)c1C	1	-11
C[C@@H]1CN([C@@H](C)CO)C(=O)c2cc(-c3cccnc3)cnc2O[C@H]1CN(C)C(=O)c1cccc(F)c1	0	-1
COc1ccc(-n2ccnc2SCC(=O)c2c(N)n(C3CC3)c(=O)[nH]c2=O)cc1	-1	4
CCOC(=O)c1csc(-c2csc(CCNC(=O)c3ccccc3)n2)n1	0	-3
CC(C)(C)OC(=O)N1CCN(C(=O)c2ncn3c2c(=O)[nH]c2ccccc23)CC1	2	15
O[C@H]1C[C@H](c2ccccc2)N(CC2CCCCC2)C[C@@H]1n1cc(C2CC2)nn1	0	-7
O=C(CCN1CCCCC1)Nc1ccc(F)c(F)c1	0	-4
CCCCCCN1C[C@@H](n2cc(C3CC3)nn2)[C@H](O)C[C@@H]1c1ccccc1	0	-1
CC(C)(C)OC[C@H](NC(=O)c1[nH]cnc1C(=O)Nc1ccccc1F)C(=O)OC(C)(C)C	-6	-5
c1ccc(NN=C(c2ccccc2)c2cccs2)cc1	-4	-3
CCOC(=O)N1CCN(S(=O)(=O)N2CCCC(C(=O)NCc3cc(Br)ccc3OC)C2)CC1 (centres undefined)	0	2
Cc1ccc(S(=O)(=O)N(C)C[C@H]2OCCCC[C@H](C)Oc3ccc(NC(=O)Nc4cccc5ccccc45)cc3C(=O)N([C@@H](C)CO)C[C@H]2C)cc1	-4	-5
CCOC(=O)c1c(C)[nH]c(C)c1C(=O)COC(=O)/C=C/c1cccc([N+](=O)[O-])c1	-1	-7
Cc1ccccc1Nc1nc(Cl)nc(NC(C)(C)C)n1	-5	0
CCCCN1CC(C)(C)[C@H](CC(=O)Nc2ccc(Br)cc2)C1=O	-5	-7
CCc1ccc(/C=C2\SC(=S)N(CCCC(=O)NC3=NCCS3)C2=O)cc1	0	-4
Cn1nc(C(=O)OCC(=O)NCc2ccc(Cl)cc2Cl)c2ccccc2c1=O	-1	-1

The list continues.
SMILES	DAGLB inhibitor	PKA-R2B act
COc1ccc(C(=O)NCC2CCCO2)cc1S(=O)(=O)NCc1ccc(Cl)cc1 (centres undefined)	-1	-9
COc1ccc(NC(=O)N(C)C[C@H]2Oc3ncc(C#C[C@@H](C)O)cc3C(=O)N([C@H](C)CO)C[C@H]2C)cc1	-3	2
Cc1nc(SCC(=O)N2CCCC2=O)c2c(C)c(C)sc2n1	-5	-6
CC1(C)CC(=O)C=C(c2cccc(OC(=O)c3ccc(-c4ccccc4)cc3)c2)C1=O	-7	2
CN(c1ccccc1)S(=O)(=O)c1cccc(NC(=O)CCNC(=O)c2ccco2)c1	-3	7
Cc1cnc(C2OCCO2)c2cccc(N)c12	0	-11
c1ccc(-c2nnc3oc(-c4cccs4)nn23)cc1	-4	4
C[C@H](CO)N1C[C@H](C)[C@@H](CN(C)C(=O)Nc2cccc(F)c2)Oc2ncc(Br)cc2C1=O	0	0
CNC[C@H]1OCc2ccccc2-c2ccccc2C(=O)N([C@@H](C)CO)C[C@H]1C	0	0
Cc1ccc(S(=O)(=O)NCc2ccccc2)cc1C(=O)N1CCN(S(=O)(=O)c2ccccc2F)CC1	-3	9

A run of entries from the list above, for reference:
SMILES	DAGLB inhibitor	PKA-R2B act
CCCCN1CC(C)(C)[C@H](CC(=O)Nc2ccc(Br)cc2)C1=O	-5	-7
CCc1ccc(/C=C2\SC(=S)N(CCCC(=O)NC3=NCCS3)C2=O)cc1	0	-4
Cn1nc(C(=O)OCC(=O)NCc2ccc(Cl)cc2Cl)c2ccccc2c1=O	-1	-1
COc1ccc(C(=O)NCC2CCCO2)cc1S(=O)(=O)NCc1ccc(Cl)cc1 (centres undefined)	-1	-9
COc1ccc(NC(=O)N(C)C[C@H]2Oc3ncc(C#C[C@@H](C)O)cc3C(=O)N([C@H](C)CO)C[C@H]2C)cc1	-3	2
Cc1nc(SCC(=O)N2CCCC2=O)c2c(C)c(C)sc2n1	-5	-6
CC1(C)CC(=O)C=C(c2cccc(OC(=O)c3ccc(-c4ccccc4)cc3)c2)C1=O	-7	2
CN(c1ccccc1)S(=O)(=O)c1cccc(NC(=O)CCNC(=O)c2ccco2)c1	-3	7
Cc1cnc(C2OCCO2)c2cccc(N)c12	0	-11
c1ccc(-c2nnc3oc(-c4cccs4)nn23)cc1	-4	4
C[C@H](CO)N1C[C@H](C)[C@@H](CN(C)C(=O)Nc2cccc(F)c2)Oc2ncc(Br)cc2C1=O	0	0
CNC[C@H]1OCc2ccccc2-c2ccccc2C(=O)N([C@@H](C)CO)C[C@H]1C	0	0
Cc1ccc(S(=O)(=O)NCc2ccccc2)cc1C(=O)N1CCN(S(=O)(=O)c2ccccc2F)CC1	-3	9

This is a subset; rates above refer to the full screens.
